# PglD DTNB – blocks C. jejuni PglD acetyltransferase activity | purified PglD enzyme, DTNB colorimetric CoA detection | inhibition, % at 12.5 µM | 360,000 compounds, 0.098% hits | AID 602405; in the data active = inhibition above about 16%, passing the limit was not always enough; note: strong numbers were not always called active
# PGC1a acetyl inh – modulators of PGC1a acetylation; U2OS PGC1a acetylation, AlphaScreen anti-acetyl-lysine; with virally co-expressed GCN5 acetyltransferase; inhibition, % at 15.6 µM; 350,000 compounds, 0.17% hits; AID 651687;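 active = every replicate shows inhibition of at least 40%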;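 note: 0% = neutral control wells and 100% = positive control wells; some results beyond the cut were filed as inactive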
# Cneo AK release – causes C. neoformans cell lysis; adenylate kinase release luminescence, 4 h; normalised: neutral wells 0, clomiphene wells 100; lysis activity, % at 15 µM; 360,000 compounds, 0.2% hits; AID 651654;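 active = mean lysis activity across replicates of at least 80%, whatever share of replicates individually reach that level; inactive = mean lysis activity below 80%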
#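 Test system: log-phase Cryptococcus neoformans yeast cells. Input: 5 × 10^6 yeast cells/mL. Medium: fresh YPD growth medium. Doses: single dose. Incubation: static 4 h at 37 °C with compound, 1 h detection. Measured by: luminescent adenylate kinase detection reagent. Read-out: signal increase indicating cell lysis. Benchmarks: Clomiphene.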
# GSIS activator – primary screen for activators of insulin secretion dependent on glucose, INS-1E cells, GLuc reporter luminescence. activation, % at 16.6 µM. 370,000 compounds, 0.61% hits. INS-1E GLuc reporter insulin secretion, 2-3 h;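 active = lowest replicate activation of at least 40%, so every replicate reaches that level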;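 note: 0% = median of neutral control wells and 100% = median of IBMX positive control wells; some compounds called inactive have numbers as strong as hits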
# ARNT-TACC3 inh – disruptors of human ARNT/TACC3 interaction; inhibition, % at 9.99 µM; Q9Y6A5; 390,000 compounds, 0.66% hits; AlphaScreen His-ARNT PAS-B/GST-TACC3 binding, luminescence; TACC3 fragment carries E629A point mutation;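 active = mean inhibition of replicates at least 50% and at least half of replicates each reaching 50%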;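 note: 0% = complete ARNT plus TACC3 wells and 100% = ARNT alone without TACC3; many hits fall short of the cut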
# LGR2 antag – Drosophila LGR2 receptor signaling inhibition; HEK293 LGR2, CRE-luciferase, bursicon-stimulated, 4 h; inhibition, % at 9.99 µM; 380,000 compounds, 0.35% hits; AID 720647;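 active = drop in luminescence signal, shown as inhibition above about 50% in the replicate tests, limit read from the data, passing the limit was not always enough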;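 note: agonist challenge used bursicon conditioned medium at about half maximal strength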
# PAX8 reporter – inhibitors of PAX8 transcriptional activity in RMG-I cells; inhibition, % at 12.6 µM; RMG-I TPO-luciferase reporter, SteadyGlo, 24 h; 360,000 compounds, 1.2% hits;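 active = mean replicate inhibition at least 60% with every replicate also reaching 60%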;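 note: luciferase light reporting Pax8 driven TPO promoter activity; plate controls were median of neutral control wells for no effect and mitoxantrone controls for full effect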
# Statin myotox sup – suppression of simvastatin myotoxicity | C2C12 myotubes + simvastatin, ATP luminescence, 48 h; scaled: DMSO 0, geranylgeraniol control 100 | rescue of ATP level, % at 7.49 µM | 330,000 compounds, 0.78% hits;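 active = mean ATP rescue above about 67%, or every replicate alone reaching that limit, limit read from the data, passing the limit was not always enough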;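 note: myotubes were challenged with 10 µM simvastatin during compound exposure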
# Numbers without * were called inactive; . = no result given.
SMILES,PglD DTNB,PGC1a acetyl inh,Cneo AK release,GSIS activator,ARNT-TACC3 inh,LGR2 antag,PAX8 reporter,Statin myotox sup
COc1ccc(NC(=O)Nc2cccc3c2O[C@@H](CN(C)S(=O)(=O)c2cn(C)cn2)[C@H](C)CN([C@H](C)CO)C3=O)cc1,1.4,-7.8,-4.6,24.8,20.3,10.5,.,.
Cc1ccc2c(NC(=O)c3ccc(Br)o3)cccc2n1,2.8,6.2,-0.4,4.0,0.6,-14.1,-9.4,0.9
CN1CCN(S(=O)(=O)c2ccc(Cl)c(C(F)(F)F)c2)CC1,.,.,.,-11.8,-8.0,7.0,1.4,.
CCOc1ccccc1NC(=O)C1CCN(S(C)(=O)=O)CC1,7.4,1.0,-1.6,17.3,-3.3,0.7,6.8,3.7
C=CCSc1ccsc1C(=O)O,2.4,-21.8,0.4,.,4.8,.,.,-1.1
COCCCNC(=S)N1CCN(C(=O)C(=O)Nc2ccc(C(=O)OC)cc2)CC1,-6.3,.,1.2,-7.7,2.7,-10.0,11.1,.
N#C/C(=C\Nc1ccc2cn[nH]c2c1)c1nc(-c2ccccc2)cs1,2.2,-10.9,-0.5,13.0,-1.6,4.0,4.4,.
O=C(C1CCCN(Cc2ccccc2F)C1)N1CCCCC1 (stereo unspecified),7.3,-0.7,1.2,-3.4,2.9,6.7,20.2,19.6
COc1ccc(CNC(=O)Nc2ccccc2)cc1,2.1,3.2,-4.7,-16.7,0.8,-23.4,-143.4,6.9
Cc1cccc(-n2nc(C)c3c(C(=O)O)cc(-c4cccs4)nc32)c1,.,2.0,.,-20.2,-4.6,-9.2,-2.7,.
Cc1ccc(NC(=O)CSc2nnc(Cc3cccn3C)n2-c2ccc(F)cc2)c(C)c1,1.1,-21.8,1.2,-9.4,.,-4.4,14.1,0.4
CCN(C[C@H]1N[C@@](C)(C(=O)OC)[C@H]2C(=O)N(Cc3ccccc3)C(=O)[C@@H]12)C(=O)Nc1ccccc1,4.1,.,1.4,23.5,-5.6,-8.8,-14.6,10.0
O=C(NCc1cccs1)C1CCCCC1,1.8,7.4,.,.,13.0,.,0.5,-2.3
O=C(Cc1ccc(F)cc1)Nc1nc(-c2ccc(F)c(F)c2)cs1,3.6,.,3.9,-2.5,-1.5,21.3,-17.1,9.8
COC(=O)C1CN(S(=O)(=O)c2cc(OC)ccc2OC)CCS1 (stereo unspecified),2.5,-1.1,-0.7,1.0,-4.5,1.5,15.3,-2.2

# Structural class, those above containing a COOH group
SMILES,PglD DTNB,PGC1a acetyl inh,Cneo AK release,GSIS activator,ARNT-TACC3 inh,LGR2 antag,PAX8 reporter,Statin myotox sup
C=CCSc1ccsc1C(=O)O,2.4,-21.8,0.4,.,4.8,.,.,-1.1
Cc1cccc(-n2nc(C)c3c(C(=O)O)cc(-c4cccs4)nc32)c1,.,2.0,.,-20.2,-4.6,-9.2,-2.7,.

# Going on with the list:
SMILES,PglD DTNB,PGC1a acetyl inh,Cneo AK release,GSIS activator,ARNT-TACC3 inh,LGR2 antag,PAX8 reporter,Statin myotox sup
Cc1ccc(S(=O)(=O)CCC(=O)OCC(=O)N2c3ccccc3CC2C)cc1 (stereo unspecified),.,.,.,3.0,-2.5,6.5,-3.1,.
O=[N+]([O-])c1ccc(Cl)c(C2Nc3cccc4cccc(c34)N2)c1,0.2,.,1.4,.,10.2,.,-4.9,.
Cn1c(CN2CCOCC2)nc2cc(NC(=O)COc3ccc([N+](=O)[O-])cc3)ccc21,-0.5,.,0.9,-0.2,-5.2,19.9,-7.3,2.5
Cc1ccc(NC(=O)c2ccc(C(C)(C)C)cc2)cc1[N+](=O)[O-],2.8,.,-0.3,-4.5,9.2,-53.9,-134.1,.
CN(CC(=O)Nc1cccc(F)c1)C(=O)CCCN1C(=O)c2cccc3cccc(c23)C1=O,3.1,-3.4,-1.3,-2.6,15.1,-2.3,-20.6,15.5
CN1C(=O)c2cc(NC(=O)c3ccccc3)ccc2OC[C@@H]2O[C@@H](CC(=O)NCC3CC3)CC[C@H]21,-2.1,3.6,-3.0,-4.1,-2.4,8.6,-2.8,-13.0
O=C(C[C@@H]1CC[C@H]2[C@@H](COC[C@@H](O)CN2S(=O)(=O)c2ccc(F)cc2)O1)NCC1CCCCC1,0.9,-13.0,1.0,10.0,30.3,5.5,2.0,34.7
CC(C)N1CCNCC1,.,.,.,11.7,-2.3,-14.6,4.0,.
Cc1ccc(CSc2ccc(S(=O)(=O)N3CCCC3)cn2)cc1,0.5,-3.3,-0.9,.,5.9,-0.4,11.1,13.5
CN(C)CC#Cc1ccc([C@H]2[C@H]3CN(C(=O)c4ccc(F)cc4)CC(=O)N3[C@H]2CO)cc1,.,25.9,.,-0.5,.,2.4,7.7,.
CCN(CC)C(=O)Cn1cnc([N+](=O)[O-])n1,9.1,-16.2,-1.2,-2.6,-1.2,-2.0,.,12.1
COc1cccc(NC(=O)CN(C)C(=O)CCSc2ccc(C)cc2)c1,-10.5,-3.6,-2.0,-56.1,0.7,-13.6,1.3,4.9
O=C1CCCc2cnnn2COC[C@H](Cc2ccccc2)N1,.,.,41.3,-2.7,.,6.7,8.0,.
COc1ccc(NC(=O)CN2CCN(C(=O)C3CCCO3)CC2)c(OC)c1 (stereo unspecified),-3.7,-0.2,0.2,4.0,-0.8,-2.5,-5.4,1.6
CC(C)NC(=O)N(C)C[C@@H]1OCCCC[C@H](C)Oc2ccc(NC(=O)Nc3ccc(C(F)(F)F)cc3)cc2C(=O)N([C@@H](C)CO)C[C@@H]1C,-3.4,-8.3,4.9,7.8,-6.2,3.5,68.7*,.

# Sorted by value in ARNT-TACC3 inh (lowest first): some entries from above.
SMILES	ARNT-TACC3 inh
Cn1c(CN2CCOCC2)nc2cc(NC(=O)COc3ccc([N+](=O)[O-])cc3)ccc21	-5.2
Cc1ccc(CSc2ccc(S(=O)(=O)N3CCCC3)cn2)cc1	5.9
Cc1ccc(NC(=O)c2ccc(C(C)(C)C)cc2)cc1[N+](=O)[O-]	9.2

# New compounds follow.
SMILES,PglD DTNB,PGC1a acetyl inh,Cneo AK release,GSIS activator,ARNT-TACC3 inh,LGR2 antag,PAX8 reporter,Statin myotox sup
C[C@@H]1CN([C@@H](C)CO)C(=O)Cc2cc(NS(=O)(=O)c3ccc(F)cc3)ccc2O[C@H]1CN(C)C(=O)NC1CCCCC1,9.3,-0.4,49.1,-7.7,-6.5,-8.0,5.5,3.4
Cc1ccc(S(=O)(=O)N2C[C@H]3[C@H]4C(=O)N(Cc5ccccc5)C(=O)[C@H]4CC(=O)[C@H]3[C@@H]2c2ccccc2)cc1,2.7,-12.1,8.6,.,.,.,10.3,8.4
C[C@@H]1CN([C@H](C)CO)C(=O)c2cc(NS(=O)(=O)c3ccccc3)ccc2O[C@@H](C)CCCCO[C@H]1CN(C)C(=O)Nc1ccc2c(c1)OCO2,-1.8,2.9,-13.2,-9.8,7.4,-3.1,-24.4,.
O=C(CNCc1ccccc1)Nc1cccc(Cl)c1Cl,1.3,1.6,0.3,.,-0.9,-3.6,-4.9,9.2
CCOc1cc(C(=O)N(C)CC(=O)Nc2cccc(F)c2)ccc1OCC(=O)N1CCOCC1,6.9,1.0,1.4,-0.7,-29.1,-4.6,-3.0,-0.7
O=c1cnn(-c2ccc(Cl)cc2Cl)c(-c2ccccc2)c1,-2.1,29.7,-2.6,.,0.6,.,.,1.6
CCCCCN(C(=O)NC(=O)NC(C)CC)S(C)(=O)=O (stereo unspecified),3.2,9.9,-0.2,.,-19.6,.,.,5.8
OC1CCN(C(c2ccc3ncccc3c2)c2nnnn2C2CCCCC2)CC1 (stereo unspecified),1.2,-10.8,0.3,-1.5,-5.3,-4.0,.,-2.1
CCCCCCCNC(=O)C1(CC2CC(c3ccc(Cl)cc3)=NO2)CCNCC1 (stereo unspecified),-1.9,-8.2,9.9,10.8,8.4,12.6,22.3,-11.8
COc1ccc(NS(=O)(=O)c2cccs2)cc1S(=O)(=O)N1CCCCC1,-1.6,.,-0.4,1.9,0.7,7.0,18.6,-0.8
COC(=O)CCC(=O)N1CN2CN(C(=O)CCC(=O)OC)CC([N+](=O)[O-])(C2)C1,8.3,-1.0,-1.2,16.3,-10.9,-6.5,1.7,.
Cc1cc(C)c2nc(N3CCN(C(=O)c4ccco4)CC3)sc2c1,0.3,11.9,5.3,-11.1,5.8,-37.6,-128.0,1.0
COc1ccc(-c2noc(CN(C(=O)C(C)(C)C)C(C)C)n2)cc1,.,-15.5,.,-8.6,-4.6,-13.5,.,.
Cc1ccccc1-c1ccc2c(c1)O[C@@H](CN(C)C(=O)C1CC1)[C@H](C)CN([C@H](C)CO)S2(=O)=O,0.7,2.8,-2.5,-15.7,1.5,-4.4,.,-41.0
CCCCP(=O)(CCCC)Cc1ccccc1O,0.1,-4.7,-0.8,11.2,-3.4,-28.6,.,6.4
CC1=C(C(=O)NC2CCCc3c2cnn3-c2ccc(F)cc2F)OCCO1 (stereo unspecified),-2.8,1.9,1.4,-9.8,3.0,24.6,22.6,9.2
OCCN(Cc1ccccc1)Cc1cccc(F)c1,-1.2,3.3,5.7,9.1,-0.8,.,.,18.9
C[C@@H]1CN([C@@H](C)CO)C(=O)Cc2cc(N(C)C)ccc2O[C@@H]1CN(C)S(=O)(=O)c1cn(C)cn1,-2.5,19.6,-1.0,13.8,-4.1,-0.2,-16.4,1.7
CO/N=C/C(c1ncc(C(F)(F)F)cc1Cl)S(=O)(=O)c1ccccc1 (stereo unspecified),5.8,-3.5,7.7,-3.6,-30.6,-9.1,7.0,-7.5
COc1ccc(-c2ccc([C@@H]3[C@@H](C#N)N(C(=O)c4cccc(F)c4)[C@H]3CO)cc2)cc1,-0.9,3.1,-2.9,-1.8,-9.5,-21.7,-18.6,16.7
Cc1ccc(S(=O)(=O)Nc2cc3c4c(c2)CC(=O)N4CCC3)cc1,0.1,.,1.5,15.9,2.7,-10.2,14.8,.
O=C(CC1CC1)N1CC(=O)N2[C@H](C1)[C@@H](c1ccc(C#Cc3ccc(F)cc3)cc1)[C@@H]2CO,.,-18.2,.,9.7,.,-6.3,3.1,.
COc1cccc(CN(C)C[C@H]2OCc3ccccc3-c3ccccc3C(=O)N([C@H](C)CO)C[C@@H]2C)c1,-1.1,-16.7,0.1,-9.8,3.2,-14.1,6.2,-16.3
CN(C)C(CNC(=O)C1CCN(S(=O)(=O)c2ccccc2)CC1)c1ccccc1 (stereo unspecified),-3.6,2.6,-1.9,-3.0,-4.5,-4.7,-1.8,11.0
CC(C)NC(=O)Nc1ccc2c(c1)C(=O)N([C@@H](C)CO)C[C@@H](C)[C@@H](CN(C)Cc1ccc(C(F)(F)F)cc1)O2,13.6,-2.7,-5.2,-3.5,-1.6,-6.8,4.9,-3.4
CC(=O)N(C)C[C@H]1Oc2ncc(C#Cc3ccccc3F)cc2C(=O)N([C@@H](C)CO)C[C@@H]1C,-2.3,2.8,-2.8,-8.0,-5.5,0.8,.,19.7

# A draw from above in order of heavy-atom count, low to high.
SMILES,PglD DTNB,PGC1a acetyl inh,Cneo AK release,GSIS activator,ARNT-TACC3 inh,LGR2 antag,PAX8 reporter,Statin myotox sup
Cc1ccc(S(=O)(=O)Nc2cc3c4c(c2)CC(=O)N4CCC3)cc1,0.1,.,1.5,15.9,2.7,-10.2,14.8,.
CN(C)C(CNC(=O)C1CCN(S(=O)(=O)c2ccccc2)CC1)c1ccccc1 (stereo unspecified),-3.6,2.6,-1.9,-3.0,-4.5,-4.7,-1.8,11.0
CC(=O)N(C)C[C@H]1Oc2ncc(C#Cc3ccccc3F)cc2C(=O)N([C@@H](C)CO)C[C@@H]1C,-2.3,2.8,-2.8,-8.0,-5.5,0.8,.,19.7
